Bioassay records from PubChem.
LmPK inhibitor: blocks Leishmania mexicana pyruvate kinase activity. purified LmPK, Kinase-Glo ATP luminescence, 1 h. 290,000 tested, 0.37% active. Q27686. Potency, µM (series often up to 57.5 µM), inactives show top-dose activity change, negative = inhibition, most hits filed as inhibitors; note: potency is the fitted concentration of half-maximal effect; % is set by controls: 0 for no effect and ±100 for the full control effect
Target sequence (Q27686 whole entry, looked up): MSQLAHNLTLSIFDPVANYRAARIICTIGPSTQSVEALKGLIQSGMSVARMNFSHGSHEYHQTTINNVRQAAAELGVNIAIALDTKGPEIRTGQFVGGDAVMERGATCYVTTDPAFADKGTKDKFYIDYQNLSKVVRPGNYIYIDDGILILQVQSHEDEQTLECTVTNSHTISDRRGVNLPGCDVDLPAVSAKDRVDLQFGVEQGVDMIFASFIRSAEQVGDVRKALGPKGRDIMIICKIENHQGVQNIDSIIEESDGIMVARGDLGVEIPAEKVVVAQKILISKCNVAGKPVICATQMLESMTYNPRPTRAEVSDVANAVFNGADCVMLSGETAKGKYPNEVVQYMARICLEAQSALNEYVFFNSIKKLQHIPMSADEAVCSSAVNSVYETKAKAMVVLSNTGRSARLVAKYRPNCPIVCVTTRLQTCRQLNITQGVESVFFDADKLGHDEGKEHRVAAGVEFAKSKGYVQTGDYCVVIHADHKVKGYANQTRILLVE
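Purified LmPK (0.1 nM) converted ADP (0.1 mM) to ATP with PEP (0.5 mM) in imidazole buffer pH 7.2 with KCl and MgCl2, 1 h at room temperature. ATP was read by Kinase-Glo luminescence; data normalized to uninhibited and no-enzyme controls.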
Pf growth 96h: P. falciparum growth inhibition at 96 hours; P. falciparum luciferase reporter growth, 96 h; Potency, µM (titrated, usually from 28.7 µM), inactives show at the top dose activity change, negative = inhibition, actives largely listed as inhibitors; 320,000 tested, 6.9% active; AID 504834; note: potency is the fitted concentration of half-maximal effect; % is set by controls: 0 for no effect and ±100 for the full control effect
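Parasite growth measured via integrated firefly luciferase reporter in P. falciparum. Infected erythrocytes at 2% hematocrit, 0.05% parasitemia final were treated 96 hours at 37 C under 5% CO2, and luminescence was read.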
Shiga toxin inh: inhibitors of Shiga toxin in Vero cells | AID 2315 | 290,000 tested, 9.2% active | Vero cells, Shiga toxin protein synthesis inhibition reporter | inhibition, % at 38.7 µM; in the data active = inhibition mostly above about 28%, no sharp cut-off; inactive = mostly below about 43%; note: 0% is about no effect
Cycloheximide cs: affects cycloheximide protein synthesis inhibition readout, counter-screen | cell reporter, cycloheximide protein synthesis inhibition counterscreen | max response, % | 300,000 tested, 12% active | AID 2314; in the data active = max response mostly above about 13%, no sharp cut-off; inactive = mostly below about 14%; note: read at 38.3 µM for the half of the compounds with a filed dose; 0% is about no effect
AmpC no deterg: AmpC beta-lactamase inhibition without detergent; Potency, µM (top dose mostly 57.1 µM), for inactives: at the top dose activity change, negative = inhibition, hits mostly inhibitors; AID 485341; 330,000 tested, 0.52% active; AmpC nitrocefin hydrolysis, absorbance 480 nm, 0.0001% Triton;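 note: potency is the fitted concentration of half-maximal effect; plate controls were no compound for no effect and no enzyme for full effect; nearly all actives have a fitted effect of over 20% in size; some results filed as inactive show a strong effect at the top dose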
Target sequence (P00811 whole entry, looked up): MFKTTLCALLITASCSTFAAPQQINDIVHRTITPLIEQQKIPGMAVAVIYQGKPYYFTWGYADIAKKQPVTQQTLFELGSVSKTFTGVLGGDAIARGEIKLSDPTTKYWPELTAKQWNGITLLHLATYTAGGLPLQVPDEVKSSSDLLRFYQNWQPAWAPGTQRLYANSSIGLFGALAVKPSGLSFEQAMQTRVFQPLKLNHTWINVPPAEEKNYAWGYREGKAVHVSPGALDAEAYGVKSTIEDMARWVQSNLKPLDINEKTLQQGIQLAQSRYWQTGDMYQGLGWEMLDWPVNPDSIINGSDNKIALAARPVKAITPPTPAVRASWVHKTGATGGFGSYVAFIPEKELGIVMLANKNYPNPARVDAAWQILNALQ
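20 mM phosphate pH 7.0 + 0.01% (detergent screen) or 0.0001% Triton X-100; 5.3 nM AmpC reagent; cpd preinc 15 min RT; nitrocefin (800 uM stock) to start; A480 q20 s × 4 min; Activity was normalised to no-enzyme and no-compound control wells.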
Pf growth 48h: inhibits P. falciparum growth in the first generation, 48 h; P. falciparum luciferase growth in erythrocytes, 48 h; Potency, µM (top dose mostly 28.7 µM), inactives show at the top dose activity change, negative = inhibition, usual class: inhibitors; 310,000 tested, 5.9% active; AID 504832; note: potency is the fitted concentration of half-maximal effect; % is set by controls: 0 for no effect and ±100 for the full control effect
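First compound was added to culture medium, then infected red cells at 0.1% parasitemia and 2% hematocrit (final). After incubation at 37 C under 5% CO2, luciferase detection reagent was dispensed and light output recorded.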
TbPYK inhibitor: T. brucei pyruvate kinase inhibition | TbPYK enzyme, Kinase-Glo Plus ATP luminescence, 45 min | 410,000 tested, 0.12% active | AID 624173 | Q57TT1 | Potency, µM (top dose mostly 76.8 µM), for inactives: at the top dose activity, negative = inhibition, usual class: inhibitors; note: potency is the fitted concentration of half-maximal effect; % is set by controls: 0 for no effect and ±100 for the full control effect; nearly all actives have a fitted effect of over 50% in size
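Activity of T. brucei pyruvate kinase was followed by Kinase-Glo Plus luminescence after the enzyme reacted 45 min at room temperature with 130 uM ADP (final) and substrate. Test compounds were added before ADP at multiple concentrations.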
Numbers without * were called inactive; u = inconclusive; x = no result given; & = joins results of further samples; [ ] = dose if it differs, or a comment. Unless noted, calls come from the whole dose curve; as a rule, active = well fitted curve in the direction sought with a large enough effect; inconclusive = small, poorly fitted or top-dose-only effect, or another doubt; inactive = no such curve, though single readings can be large; an effect the other way counts as inactive or inconclusive. Not a hit list (roughly 22% active in at least one column).

no.	mol	LmPK inhibitor	Pf growth 96h	Shiga toxin inh	Cycloheximide cs	AmpC no deterg	Pf growth 48h	TbPYK inhibitor
1	O=C(CCCn1c(=O)[nH]c2cc(Cl)ccc2c1=O)NCCN1CCN(c2ccccc2)CC1	3%	0%	-3	-2	9%	7%	2%
2	COc1cccc(CNC(=O)Cc2ccc(NC3=NC4CS(=O)(=O)CC4S3)cc2)c1 (stereo not drawn)	-3%	u	-8	0	-12%	-2%	-1%
3	CC1=C(C(=O)N2CCc3ccccc32)C2(CCC(C)CC2)OC1=O (stereo not drawn)	3%	u	-10	-3	30%	u	x
4	CCc1nnc(NC(=O)NCN2C(=O)C3C4C=CC(C4)C3C2=O)s1 (stereo not drawn)	-5%	u	11	-3	-18%	3%	3%
5	C=CCOC(=O)/C(=C\c1ccc(OC)cc1)NC(=O)c1ccco1	0%	63%[activator]	-12	17	-4%	-2%	5%
6	CC1CN(CCC(=O)Nc2ccc3c(c2)OCO3)CC(C)O1 (stereo not drawn)	-6%	33%[activator]	9	14	0%	21%	-12%
7	COc1ccc(CNC(=O)COC(=O)CC2CCCC2)cc1	-2%	0%	15	5	-11%	u	0%
8	Clc1ccc(-c2csc(NNC3=NCCCCC3)n2)cc1	-8%	u	18	26*	-6%	u	-28%
9	CCCn1c(NCc2ccccn2)nc2ccccc21	0%	29%	16	10	-9%	1%	3%
10	CC(=O)c1c(C)[nH]c(C(=O)OCC(=O)Nc2ccc3[nH]c(=O)[nH]c3c2)c1C	x	17%	x	x	-15%	3%	-1%
11	O=C(Nc1ccc(Cl)c(Cl)c1)Nc1nnc(CSc2ccccc2)s1	8%	31%[activator]	-9	1	-13%	4.7µM*	2%
12	CCN(CC)C(=O)Cn1cc(C(=O)C(=O)N2CCN(Cc3ccccc3)CC2)c2ccccc21	0%	u	-2	-1	-2%	-23%	1%
13	CCOC(=O)N1CCN(C(=O)c2ccc(CS(=O)Cc3ccc(C)cc3)o2)CC1 (stereo not drawn)	0%	u	6	-2	31%	12%	2%
14	COC(=O)c1cc(CNC(=O)c2ccccc2OCc2c(C)noc2C)ccc1OC	-3%	-10%	29	-2	14%	-6%	-2%
15	Cc1ccc2c(c1)N(C(=O)CCC(=O)O)CCO2	1%	-3%	-18	-4	-13%	15%	0%
16	COc1ccccc1C(=O)NCC(=O)NNc1ncnc(N)c1[N+](=O)[O-]	-2%	u	34	23	-17%	15%	x
17	Fc1ccc(CCNCc2cccc(Cl)c2)cc1	-1%	122%[activator]	-3	1	-6%	3%	12%
18	O=C(Nc1ccc(F)cc1F)Nc1ccccc1C(=O)NCCN1CCNC1=O	-11%	-4%	17	6	-4%	2%	8%
19	COc1ccc(/C=N/NC(=O)c2c(-c3ccccc3)noc2C)cc1	2%	-13%	-4	-3	-31%	22%	0%
20	COc1ccc(NC(=O)c2nc[nH]c2C(=O)N[C@@H](CC(C)C)C(=O)OC(C)(C)C)cc1	4%	u	-1	-4	10%	10µM*	-1%
21	Cc1ccc(NC(=O)[C@H](NC(=O)[C@@H]2Cc3ccccc3CN2)c2ccccc2)cc1C	6%	u	20	17*	11%	-7%	1%
22	COc1ccccc1Nc1nc2nonc2nc1N1CCC(C)CC1	0%	u	11	5	-25%	35%[activator]	-3%
23	Cc1ccc(NC2=NCC(=O)N2Cc2ccc3c(c2)OCO3)cc1	1%	u	13	1	-18%	43%[activator]	2%
24	COc1ccccc1NS(=O)(=O)c1cc(NC(=O)CC(C)(C)C)ccc1N1CCOCC1	-6%	u	-23	-4	32%	u	6%
25	CC(C)N(CCCNC(=O)Cn1ncc2c([nH]c3ccccc32)c1=O)Cc1ccccc1	-1%	u	15	8	0%	0%	20%&-22%
26	Oc1c(Cl)cc(Cl)cc1Sc1cc(Cl)cc(Cl)c1O	5%	u	2	1	-20%	3%&0%	-9%
27	Cc1ccc(C(=O)Nc2nc(-c3ccccn3)cs2)o1	-5%	2.3µM*	48*	23*	-20%	4.1µM*	-27%
28	CC(=O)Nc1ccc(S(=O)(=O)N2CCN(c3nc(NC4CCCC4)c4ccccc4n3)CC2)cc1	1%	u	-19	-6	121%[activator]	2.1µM*	-3%
29	Cc1ccc(-n2c(SCC(=O)N/N=C/c3ccc(C)s3)nnc2-c2ccccc2)cc1	-1%	0%	4	0	-35%	-21%	0%
30	COc1ccc(CC(=O)Nc2c(C(N)=O)oc3ccccc23)cc1OC	-5%	-1%	14	-4	-1%	-8%	0%
31	NC(=O)NCC12CC3CC(CC(C3)C1)C2	0%	-10%	-3	0	-13%	4%	-6%
32	CC(=O)Nc1ccc(NC(=O)CSc2nc3ccccc3nc2N2CCCCC2)cc1	-7%	7%	-5	7	71%[activator]	u	2%&-1%
33	Cc1cc(C)n2nc(C(=O)OCC(=O)NC3CCCCC3)nc2n1	x	-13%	x	x	-1%	26%	-15%
34	COC(=O)c1[nH]c2ccccc2c1NC(=O)C(C)N1CC(C)OC(C)C1 (stereo not drawn)	1%	u	-6	-1	-6%	-30%	-13%
35	COc1cccc(CN2CC(C(=O)NC3CCCCCC3)CCC2=O)c1 (stereo not drawn)	-1%	u	9	10	14%	-13%	1%
36	S=C(NCC1CCCO1)N1CCc2ccccc2C1 (stereo not drawn)	-8%	39%[activator]	20	15	0%	13%	-1%
37	COc1ccc(Oc2ccc(C(F)(F)F)cc2NC(=O)c2ccc(OC)cc2)cc1	-2%	u	-9	-2	-17%	u	1%
38	COc1cc(C2C3=C(CCCC3=O)OC3=C2C(=O)CCC3)ccc1OCC(=O)Nc1ccccc1	1%	u	38	5	94%[activator]	-26%	4%
39	CCOc1ccc(CCNC(=O)c2ccc3nc(N4CCOCC4)sc3c2)cc1OCC	3%	-22%	-13	1	-1%	u	-14%
40	COc1cccc(CC(=O)OCC(=O)NNC(=O)c2ccc([N+](=O)[O-])cc2)c1	-3%	34%[activator]	-13	-1	-33%	9%	-1%
41	Cc1c(Cl)ccc2sc(NC(=O)c3ccco3)nc12	-3%	206%[activator]	83*	67*	-12%	195%[activator]	4%
42	Cc1cc(-c2ccccc2)nn1-c1nc2c(c(=O)[nH]c(=O)n2C)n1C	0%	u	-9	-1	-11%	2%	-7%
43	COc1ccc(C2=NN(C(=O)c3cccs3)C(c3ccc(OC)cc3)C2)cc1 (stereo not drawn)	7%	u	22	13*	-7%	u	0%
44	CC12CN3CC(C)(CN(C1)C3c1ccc([N+](=O)[O-])o1)C2=O (stereo not drawn)	1%	27%	-4	-1	-13%	14%	2%
45	O=C(NCCCN1CCOCC1)c1ccc(CS(=O)(=O)c2ccc(Br)cc2)o1	-1%	-19%	-21	-7	-1%	x	3%
46	CCn1c(SCC(=O)Nc2nc3ccc(OC)cc3s2)nnc1-c1ccoc1C	6%	u	57	23*	34%	u	4%
47	Cc1ccc(S(=O)(=O)NC2(C(F)(F)F)NC(=O)N(Cc3ccccc3)C2=O)cc1 (stereo not drawn)	0%	9%	-8	1	-20%	25%	-5%
48	COc1ccc(C(=O)OCC(=O)NC(C)CCc2ccccc2)c(OC)c1 (stereo not drawn)	2%	0%	-3	10	37%	0%	30%
49	CCOC(=O)c1cnc2c(C)cccc2c1Nc1ccc(N2CCOCC2)cc1	2%	u	13	-3	-33%	-35%	x
50	COC(c1ccccc1)c1nnc(CCC(=O)NC2C3CC4CC(C3)CC2C4)o1 (stereo not drawn)	-1%	-1%	3	9	89%[activator]	-30%	0%

The list continues.
no.	mol	LmPK inhibitor	Pf growth 96h	Shiga toxin inh	Cycloheximide cs	AmpC no deterg	Pf growth 48h	TbPYK inhibitor
51	CCCCCCCOC(=O)C1=C(C)Nc2ncnn2C1c1cccs1 (stereo not drawn)	5%	39%[activator]	-17	-2	-18%	10µM*	-2%
52	S=C(NCc1ccccc1)NCC1COc2ccccc2O1 (stereo not drawn)	5%	1%	18	-2	-46%	11%	-2%
53	COC(=O)c1sc(S(=O)(=O)N2CCCCC2)c(C(=O)OC)c1C	5%	-10%	-9	-2	16%	u	-15%
54	O=C(O)C1CC=CCC1C(=O)NNc1c(Cl)cc(Cl)cc1Cl (stereo not drawn)	3%	23%	-2	-4	-14%	u	5%
55	c1ccc(-n2c(SCC3CCCCO3)nnc2-c2cccs2)cc1 (stereo not drawn)	1%	-3%	-13	-2	7%	-14%	2%
56	CCN(CC)C(=O)CSc1nc2sc3c(c2c(=O)n1CCCOC)CCC3	6%	0%	x	-2	128%[activator]	u	-15%
57	O=C(Cn1c(C(F)(F)F)nc2ccccc21)c1ccc(F)cc1	0%	-7%	-16	-4	-21%	-10%	-7%
58	CC1=CC(=O)O[C@@H]1[C@@]1(C)C[C@H]2OC(=O)C[C@H]3[C@@H](C)C(=O)C(O)=C1[C@@]23CO	x	15µM*	x	x	-21%	13µM*	0%
59	CCN(CC)C(=O)C1=C(C)Nc2nc3ccccc3n2C1c1cccc(OC)c1 (stereo not drawn)	-5%	u	-2	6	75%[activator]	x	1%&1%
60	CCc1ccc(/C=N/NC(=S)NCCc2ccccc2)cc1	7%	21%	-12	-2	-32%	x	-18%
61	COc1ccc(OC)c(/C=N/NC(=O)c2cc[n+](Cc3ccccc3)cc2)c1	-6%	53%[activator]	-3	-2	2%	8%	-1%
62	O=C(NCC(c1ccco1)N1CCc2ccccc2C1)c1ccc(Cl)c([N+](=O)[O-])c1 (stereo not drawn)	x	1%	x	x	-32%	u	5%
63	CSc1ccc(Cl)c(C(=O)Nc2ccc(C)cn2)c1	-3%	2%	36	25*	-24%	24%	5%
64	COc1ccc(C(=O)Nc2ccccc2C(=O)N2CCOCC2)cc1OC	1%	-14%	4	-4	-19%	7%	0%
65	Cc1ccc2nc3c(cc(C(=O)NCC4CCCO4)n3C)c(=O)n2c1 (stereo not drawn)	0%	17%	1	-1	-7%	28%	x
66	O=C1CN(C(=O)C2CCCC2)CCN1	0%	11%	-8	-2	-17%	2%	-7%
67	Cn1c(CC(=O)Nc2ccccc2)n[nH]c1=S	0%	u	13	-2	0%	39%[activator]	u
68	Cc1occc1C(=O)Nc1c(F)c(F)c(F)c(F)c1F	2%	-34%	18	6	-9%	x	-8%
69	Cc1ccccc1-n1c(C)cc(/C=C2\NC(=O)NC2=O)c1C	0%	110%	55*	52*	-20%	70%[activator]	-9%
70	Cc1cc(O)cc(O)c1C(=O)Cc1cnn(-c2ccccc2)c1	6%	u	52	14	-55%	x	-15%
71	CN(C)C(=O)COC(=O)c1cccnc1Nc1ccccc1F	-3%	21%	-3	6	0%	23%	-3%

Random excerpt: 3 records from the list, in no set order.
no.	mol	LmPK inhibitor	Pf growth 96h	Shiga toxin inh	Cycloheximide cs	AmpC no deterg	Pf growth 48h	TbPYK inhibitor
57	O=C(Cn1c(C(F)(F)F)nc2ccccc21)c1ccc(F)cc1	0%	-7%	-16	-4	-21%	-10%	-7%
68	Cc1occc1C(=O)Nc1c(F)c(F)c(F)c(F)c1F	2%	-34%	18	6	-9%	x	-8%
63	CSc1ccc(Cl)c(C(=O)Nc2ccc(C)cn2)c1	-3%	2%	36	25*	-24%	24%	5%
